Wnt bcat act: Wnt/beta-catenin pathway activators, primary screen, cell-based, plate reader, single point; Wnt/beta-catenin reporter cell assay, activator; AID 743398, 2014; activation, % at 9.35 µM; 300,000 compounds, 1.2% hits; in the data active = activation above about 30%, passing the limit was not always enough;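 also: 0% = neutral control wells and 100% = positive control wells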
phage Ecoli inh: growth loss of phage-infected E. coli, primary screen, RecBCD inhibitor project, absorbance, with phage, HTS | AID 651602, 2012 | 360,000 compounds, 0.26% hits | inhibition, % at 11.9 µM; in the data active = inhibition above about 11%
Numbers without * were called inactive. Not all compounds are listed; the hit share may differ from the screen's.

Wnt bcat act	phage Ecoli inh	SMILES
-2	-0.9	O=S(=O)(c1ccccc1)N(CC(F)(F)F)c1ccc(C(O)(C(F)(F)F)C(F)(F)F)cc1
0	2.1	COc1ccccc1Cc1c(-c2cccc(Br)c2)nc2ccc(Cl)cn12
0	2.2	CCCNC(=O)C1(C)CCN1C(=O)Cc1ccc(C(C)(C)C)cc1 (stereo not drawn)
0	0.8	COc1cc(CN2C[C@@H](CO)O[C@@H](n3cnc4c(N(C)C)ncnc43)C2)cc(OC)c1OC
-1	0.2	COc1cc(C(=O)NC(=S)NCc2ccncc2)cc(OC)c1OC
-1	1.6	CCCCCCn1cc(CN2CC(N(C)CCC)CS2(=O)=O)nn1 (stereo not drawn)
25	-1.3	Cc1cc(Br)ccc1OCc1nnc(-c2ccccc2)o1
-6	0.9	COC(=O)C1=CN(c2ccc(OC)cc2)C(N)=C(C#N)C1c1ccccc1F (stereo not drawn)
-1	2.7	O=C(c1cccs1)N1C[C@H](O)[C@@H](n2cc(-c3ccc(F)cc3)nn2)C[C@@H]1c1ccccc1
-1	6.1	C[C@H](CO)N1C[C@H](C)[C@H](CN(C)C(=O)Nc2cccc(C(F)(F)F)c2)OCc2cnnn2CCCC1=O
14	1.8	c1ccc(-c2ccc3ncccc3n2)cc1
1	3.0	Cc1ccsc1C(=O)N1CCC1(C)C(=O)Nc1cccc(C#N)c1 (stereo not drawn)
-1	0.7	CCN1CCN(S(=O)(=O)c2ccc(Cl)c(C(=O)N(C)C3CCCCC3)c2)CC1
-2	2.1	Cc1cc(Br)cn2c(Cc3ccsc3)c(-c3ccc(F)cc3)nc12
-5	0.6	CC1(C(=O)Nc2ccc3nc[nH]c3c2)CCN1C(=O)Cc1ccc(-c2ccccc2)cc1 (stereo not drawn)
-5	5.0	COC(=O)[C@@]12C[C@@H](CC(=O)NCc3cccc(C(F)(F)F)c3)C(=O)N(Cc3cccc4ccccc34)C1=CCC(C)(C)C2
1	2.0	Cc1cc(Br)c2nc(-c3cccc(Br)c3)c(Cc3cccc(Cl)c3)n2c1
-9	-2.9	CC1(C(=O)Nc2ccccc2)CCN1C(=O)C1(c2ccccc2)CC1 (stereo not drawn)
0	2.3	C[C@H]1CN([C@@H](C)CO)C(=O)CCCn2nncc2CO[C@@H]1CN(C)C(=O)Nc1ccc2c(c1)OCO2
-2	2.2	COc1ccc(NC(=O)C[C@H]2C(=O)N(C3CCCCC3)C[C@@H]2CSC)cc1
-5	0.1	CC(=O)N1CCc2cc(S(=O)(=O)C(C)CC(=O)NCc3ccco3)ccc21 (stereo not drawn)
0	3.0	CC(=O)c1ccc(OCc2c(-c3ccccc3)nnn2CC(=O)NS(=O)(=O)c2ccc(C)cc2)cc1
-2	2.7	O=C1C(c2ccccc2)=NCCN1C(c1ccc(F)cc1)c1nc2ccccc2[nH]1 (stereo not drawn)
9	3.3	CCc1nc2c(OCC(=O)N(C)C)cccn2c1N(C=O)Cc1ccc(OC)cc1
-5	1.4	O=[N+]([O-])c1ccc(N2CCCC2)c([N+](=O)[O-])c1
-2	0.3	CCCCC[C@H](C)N1C[C@@H](COCc2ccccc2)Oc2cc(N3CCC[C@H]3C(N)=O)ccc2S1(=O)=O
-1	1.3	CCCNC(=O)C1(C)CCCN(Cc2cccs2)C1 (stereo not drawn)
8	2.4	Cc1ccc(OCc2nc3ccccc3n2C(C(=O)NC(C)(C)C)c2ccncc2)cc1 (stereo not drawn)
-1	4.5	COCCNC(=O)C1(C)CCCN(C(=O)Cc2ccc3ccccc3c2)C1 (stereo not drawn)
-6	2.1	COc1ccc(C(C)=O)cc1CN1C(=O)C(Cc2ccccc2)ON=C1c1ncccc1C (stereo not drawn)

A different layout for some results above.
molecule | Wnt bcat act | phage Ecoli inh
CCCCCCn1cc(CN2CC(N(C)CCC)CS2(=O)=O)nn1 (stereo not drawn) | -1 | 1.6
Cc1cc(Br)ccc1OCc1nnc(-c2ccccc2)o1 | 25 | -1.3

Continued:
Wnt bcat act	phage Ecoli inh	SMILES
23	-1.2	O=C(Nc1ccc(Cl)cc1)c1ccc2sc([C@@H]3O[C@H](CO)[C@H](O)[C@H](O)[C@H]3O)nc2c1
-1	0.6	CN1CCCCC(NC(=O)c2ccc(C#N)cc2)C1=O (stereo not drawn)
-3	1.2	CC(C)CCN1C(=O)c2ccccc2C1c1nnnn1C(C)C (stereo not drawn)
21	0.9	O=C1c2ccccc2C(c2nnnn2Cc2ccccc2)N1CCc1ccccc1F (stereo not drawn)
1	3.6	COc1ccc(C(=O)N2CCC2(C)C(=O)NC(C)C)c(OC)c1 (stereo not drawn)
0	3.1	Cc1c(C(=O)NCc2ccc(C(F)(F)F)cc2)sc(=O)n1Cc1ccc(S(=O)(=O)N(C)C)cc1
-2	2.5	O=C(Nc1ccc2c(c1)OCO2)C1Cc2c(-c3ccncc3)ccnc2O1 (stereo not drawn)
-3	1.8	Nc1[nH]c(C(=O)c2ccccc2)c(-c2ccccc2Cl)c1C(=O)c1ccccc1
0	2.1	COCCNc1nc(Nc2ccc(C#N)cc2)c2sccc2n1
-11	4.9	CC1(C(=O)NCc2ccc(Cl)cc2)CCN1C(=O)Cc1cccs1 (stereo not drawn)
-1	4.5	Cc1ccc(S(=O)(=O)N(C)C[C@@H]2OCc3cnnn3CCCC(=O)N([C@H](C)CO)C[C@H]2C)cc1
-3	-1.3	CSc1ccc(-c2cc3c(c4c2ccn4C)C2CCC3C2)cc1 (stereo not drawn)
-2	-1.2	COc1cc(-c2cc(NC(C)=O)c3ncc(-c4ccc(F)cc4)n3c2)cc(OC)c1OC
-2	-0.2	Cc1ccc(S(=O)(=O)N2C[C@H]3[C@H]4C(=O)N(c5ccccc5)C(=O)[C@H]4CC(=O)[C@H]3[C@@H]2c2cccc3ccccc23)cc1
2	3.2	COc1ccc(-c2coc3c(C(=O)NCc4cccs4)cccc23)c(C)c1
-4	0.1	Cc1cccc(C)c1C(O)c1ncc(-c2cccc(C(F)(F)F)c2)[nH]1 (stereo not drawn)
-2	2.1	CCCCCCN1CCN(C2CN(Cc3ccccc3)S(=O)(=O)C2)CC1 (stereo not drawn)
1	5.1	NC(N)=NN=Cc1ccnc2ccccc12
-3	-0.8	CCC(c1nc2ccccc2[nH]1)n1c(=O)c(-c2ccco2)nc2ccccc21 (stereo not drawn)
0	2.9	CN[C@@H](CO)C(=O)NC[C@H]1O[C@@H](n2cc(C)c(=O)[nH]c2=O)C[C@@H]1O
-2	3.1	CC(C)Oc1cccc(NC(=O)C2(C)CCCN(C)C2)c1 (stereo not drawn)
-1	1.1	CCN(CC(=O)Nc1ccc(OC)cc1)CC(=O)Nc1cccc(S(=O)(=O)N2CCOCC2)c1
25	-1.4	COc1ccc(N/C(=C\C(=O)c2ccccc2)c2ccccc2)cc1OC
-3	4.2	CCCCN1C(=O)C(CC(=O)NCCc2ccccn2)CC(C(=O)N2CCOCC2)=C1C (stereo not drawn)
-2	5.3	OC(Cc1cccc(Br)c1)c1ncc(-c2ccccc2C(F)(F)F)[nH]1 (stereo not drawn)
-3	3.7	CCOC(=O)[C@]12CCCC=C1N(Cc1ccco1)C(=O)[C@H](CC(=O)NCc1ccc(OC)c(OC)c1)C2
7	4.6	COc1cc(CNc2ncnc3c2ncn3[C@H]2CN(Cc3ccc(F)cc3)C[C@@H](CO)O2)cc(OC)c1OC
-1	3.1	COc1ccc(-c2csc(C(O)(c3ccccc3)C(F)(F)F)n2)cc1 (stereo not drawn)
0	-0.5	CCc1nc2c(OCC3COc4ccccc4O3)cccn2c1N(C)C(=O)c1cccs1 (stereo not drawn)
-6	2.4	CCOc1ccccc1N(CC(=O)Nc1ccccc1Br)S(=O)(=O)c1ccccc1
-1	0.1	CN(C)c1ccc(NC(=O)Nc2nnc([C@H]3C[C@H](O)[C@@H](CO)O3)s2)cc1
-1	2.2	O=C(C1CCCCC1)N1C[C@H](n2cc(-c3ccc(F)cc3)nn2)[C@@H](O)C[C@@H]1c1ccccc1
-1	-1.6	COCCNC(=O)C1(C)CCCN(CC(=O)c2ccc(OC)cc2)C1 (stereo not drawn)
1	2.2	Cn1c(=O)c2c(nc(NCCCN3CCOCC3)n2Cc2ccc(Cl)c(Cl)c2)n(C)c1=O
3	1.8	CC(=O)OC1CCC2C3CCc4cc(OP(=O)(N5CC5)N5CC5)ccc4C3CCC12C (stereo not drawn)
-2	0.2	O=C(CC1c2cc(F)ccc2C=C(c2ccsc2)N1c1ccc(C#CCCO)cc1)c1ccco1 (stereo not drawn)
-16	0.7	COC(=O)[C@]12C[C@H](CC(=O)NCCc3ccccc3OC)C(=O)N(CCC3=CCCCC3)C1=C[C@H](C(C)(C)C)O[C@@H]2C
1	2.8	CCNC(=O)C1(C)CCCN(C(=O)c2cc(-c3ccccc3)cs2)C1 (stereo not drawn)
-2	-0.8	COc1cccc(C#CC2=CC(=O)CC(C)(C)C2)c1
-1	3.6	COc1ccc(-n2nnnc2CNC(=O)C2CC(=O)N(c3ccc(F)cc3)C2)cc1 (stereo not drawn)
-1	3.9	Cc1cnc(CNC(=O)c2csc(COCCO)n2)cn1
-27	4.9	CC(C)c1ccc(OCCCN2CCC(C(O)(c3ccccc3)c3ccccc3)CC2)cc1
-2	7.2	COc1ccc(NC(=O)c2cc(C3CCCCN3S(=O)(=O)Cc3ccccc3)on2)cn1 (stereo not drawn)
-2	2.9	Cc1cc2c3ccccc3[nH]c(=O)n2n1
-1	0.6	COc1ccc(COC[C@H](CC(C)C)N2CCN(C(=O)c3cccc(C(F)(F)F)c3)CCC2=O)cc1
-3	3.6	CC(C)C[C@H]1CNC(=S)N1C[C@H]1CCCN1C[C@H](Cc1ccc(O)cc1)N1C[C@H](Cc2ccc(O)cc2)N(CC2CCCCCC2)C1=S
-1	-2.2	O=C(OCc1cn([C@H]2C[C@H](c3ccccc3)N(C(=O)c3cccs3)C[C@@H]2O)nn1)c1ccccc1
-1	4.7	COCc1cccc(-c2csc(C(C)(NC(C)=O)c3ccc(OC)cc3)n2)c1 (stereo not drawn)
-1	0.5	CC1(C(=O)NS(=O)(=O)Cc2cccc(Cl)c2)CCN1C(=O)Cc1cccs1 (stereo not drawn)
-3	2.9	O=C(NC1CCCCC1)C(c1ccnc2ccccc12)n1c(=O)c(-c2ccco2)nc2ccccc21 (stereo not drawn)
-2	4.9	Cc1nc([N+](=O)[O-])cn1CC(Cl)Cn1cc([N+](=O)[O-])nc1C
-2	4.3	CC1(c2nnnn2Cc2ccccc2)CCC(=O)N1Cc1ccco1 (stereo not drawn)
-1	0.8	Cc1cc2oc(C(=O)NCC(c3ccco3)N3CCCC3)c(C)c2cc1C (stereo not drawn)
-1	1.8	CC(=O)Nc1cccc(-c2ccnc3c2CC(C(=O)NC(C)C)O3)c1 (stereo not drawn)
0	4.3	COc1c(C)cc(C(O)c2ncc(-c3cccc(F)c3)[nH]2)cc1C (stereo not drawn)
-2	1.4	O=C(CC[C@H]1O[C@@H](n2cnc3c(NC(=O)c4ccccc4)ncnc32)[C@H](O)[C@@H]1O)NCC1CCCCC1
-7	-1.1	COc1ccc(CC(N)c2csc(Nc3ccc(C(=O)c4ccccc4)cc3)n2)cc1 (stereo not drawn)
-1	1.4	COc1cccc(C(NC(C)=O)c2nc(-c3cccc(C(F)(F)F)c3)cs2)c1 (stereo not drawn)
0	2.5	CCNC(=O)C1(C)CCN(C(=O)c2ccccc2F)C1 (stereo not drawn)
-2	-0.6	COc1ccc(-c2ccc(C(=O)NCC(C)C)c3occc23)c(C)c1

Two compounds picked at random from the list so far:
Wnt bcat act	phage Ecoli inh	SMILES
-1	4.7	COCc1cccc(-c2csc(C(C)(NC(C)=O)c3ccc(OC)cc3)n2)c1 (stereo not drawn)
-27	4.9	CC(C)c1ccc(OCCCN2CCC(C(O)(c3ccccc3)c3ccccc3)CC2)cc1

Next section
Wnt bcat act	phage Ecoli inh	SMILES
-2	2.2	CC1=C(C(=O)N2CCOCC2)CC(CC(=O)NC(c2ccccc2)c2ccccc2)C(=O)N1CCCN1CCCC1=O (stereo not drawn)
1	4.1	CC(C)NC(=O)C1(C)CCCCN1Cc1cccc(C(F)(F)F)c1 (stereo not drawn)
-2	3.0	CC(C)c1[nH]nc2c1C(c1ccc(F)cc1)N(Cc1ccccc1)C2=O (stereo not drawn)
-4	0.1	O=S1(=O)CCN(C2CCCCCCCCCCC2)CC1
0	4.2	CC(C)NC(=O)C1(C)CCN1C(=O)C/C=C/c1ccccc1 (stereo not drawn)
-2	-1.3	COc1cc2oc(=O)cc(CN3CCOCC3)c2cc1Cl
-6	3.4	CCCc1ccc(-c2cc(NC(=O)Cc3c(C)[nH]c4ccccc34)ccc2Nc2cccnc2)cc1
-2	3.2	C[C@@H]1CN([C@H](C)CO)C(=O)CCCn2cc(nn2)CO[C@H]1CN(C)S(=O)(=O)c1ccc(-n2cccn2)cc1

Arranged by length of the SMILES (ascending): 5 of the compounds above
Wnt bcat act	phage Ecoli inh	SMILES
-4	0.1	O=S1(=O)CCN(C2CCCCCCCCCCC2)CC1
0	4.2	CC(C)NC(=O)C1(C)CCN1C(=O)C/C=C/c1ccccc1 (stereo not drawn)
-2	3.0	CC(C)c1[nH]nc2c1C(c1ccc(F)cc1)N(Cc1ccccc1)C2=O (stereo not drawn)
-2	2.2	CC1=C(C(=O)N2CCOCC2)CC(CC(=O)NC(c2ccccc2)c2ccccc2)C(=O)N1CCCN1CCCC1=O (stereo not drawn)
-2	3.2	C[C@@H]1CN([C@H](C)CO)C(=O)CCCn2cc(nn2)CO[C@H]1CN(C)S(=O)(=O)c1ccc(-n2cccn2)cc1

Three entries already listed, ordered by their value in phage Ecoli inh, low to high.
Wnt bcat act	phage Ecoli inh	SMILES
-4	0.1	O=S1(=O)CCN(C2CCCCCCCCCCC2)CC1
-2	2.2	CC1=C(C(=O)N2CCOCC2)CC(CC(=O)NC(c2ccccc2)c2ccccc2)C(=O)N1CCCN1CCCC1=O (stereo not drawn)
0	4.2	CC(C)NC(=O)C1(C)CCN1C(=O)C/C=C/c1ccccc1 (stereo not drawn)

Bioassay records as filed in PubChem BioAssay.
